CCR6 antag: CCR6 receptor antagonists, primary screen, cell-based, CHO-K1, luminescence, beta-arrestin, uHTS; C-C chemokine receptor type 6 (Homo sapiens), P51684; CHO-K1 CCR6 PathHunter beta-arrestin, CCL20-stimulated; inhibition, % at 20 µM; 340,000 tested, 0.49% active; AID 493098, 2011;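 active = compounds whose inhibition of the agonist-driven luminescence signal at 20 µM reaches about 50%, limit read from the data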;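 also: cells stimulated with CCL20 at 14 nM final; plate controls were DMSO with CCL20 for no effect and DMSO without agonist for full effect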
Target sequence (P51684 whole entry, looked up): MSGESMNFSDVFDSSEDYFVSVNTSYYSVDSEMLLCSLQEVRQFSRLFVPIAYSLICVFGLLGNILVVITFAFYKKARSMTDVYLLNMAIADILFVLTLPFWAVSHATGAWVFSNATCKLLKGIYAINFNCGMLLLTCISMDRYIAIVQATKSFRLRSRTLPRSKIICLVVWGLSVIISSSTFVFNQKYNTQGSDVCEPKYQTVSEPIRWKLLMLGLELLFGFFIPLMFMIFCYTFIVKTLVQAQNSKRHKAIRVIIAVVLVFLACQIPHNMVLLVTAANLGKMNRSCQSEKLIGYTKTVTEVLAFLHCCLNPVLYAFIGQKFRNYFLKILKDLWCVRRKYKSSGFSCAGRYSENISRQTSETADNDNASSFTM
CXCR6 block: CXCR6 receptor inhibitors, primary screen, cell-based, beta-arrestin, luminescence, CHO-K1 PathHunter, 1536-well; C-X-C chemokine receptor type 6 (Homo sapiens), O00574; inhibition, % at 20 µM; 360,000 tested, 0.36% active; in the data active = inhibition above about 34%, passing the limit was not always enough;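 also: antagonist mode with CXCL16 agonist at 10 nM final; 0% = 10 nM CXCL16 with DMSO and 100% = unstimulated wells without agonist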
APJ antag: antagonists of human apelin receptor APJ, primary screen, CHO-K1 cells, beta-arrestin complementation, luminescence. P35414. inhibition, % at 20 µM. 330,000 tested, 0.32% active. AID 2521, 2010;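 active = inhibition above about 40% at 20 µM, limit read from the data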;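 also: cells challenged with 10 nM apelin-13 agonist together with compound; plate controls were apelin-13 plus DMSO wells for no effect and DMSO wells lacking apelin-13 for full effect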
EBI2 antag: EBI2 receptor antagonists, beta-arrestin recruitment, primary screen, cell-based, luminescence, 7a,25-OHC stimulation, uHTS; G-protein coupled receptor 183 (Homo sapiens), P32249; 7a,25-OHC stimulated; inhibition, % at 5 µM; 360,000 tested, 0.81% active; in the data active = inhibition above about 38%;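 also: enzyme fragment complementation signal reports receptor beta-arrestin coupling in cells; 0% = agonist plus DMSO wells and 100% = wells without agonist; some results beyond the cut were filed as inactive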
Target sequence (P32249 whole entry, looked up, the tested form may be a part): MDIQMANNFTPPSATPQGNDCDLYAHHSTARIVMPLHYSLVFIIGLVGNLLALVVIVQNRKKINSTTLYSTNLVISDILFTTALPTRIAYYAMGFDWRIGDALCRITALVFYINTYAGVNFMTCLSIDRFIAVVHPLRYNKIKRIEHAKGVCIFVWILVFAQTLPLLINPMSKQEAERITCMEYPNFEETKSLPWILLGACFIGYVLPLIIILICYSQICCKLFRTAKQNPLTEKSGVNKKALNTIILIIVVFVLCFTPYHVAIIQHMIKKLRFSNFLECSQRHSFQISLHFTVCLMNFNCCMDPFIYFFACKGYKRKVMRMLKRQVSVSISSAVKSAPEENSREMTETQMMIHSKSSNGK
Mdm2-MdmX inh: inhibitors of human Mdm2-MdmX association, primary screen, cell-based, luminescence, split luciferase, SaOS-2, uHTS | inhibition, % at 8 µM | SaOS-2 split-luciferase Mdm2/MdmX complementation | 330,000 tested, 3% active | AID 485346, 2010;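 active = inhibition of at least 50% at 8 µM in the primary screen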
UPR XBP1 act: activators of adaptive XBP1 UPR arm, primary screen, cell-based, CHO-XBP1 luciferase reporter, luminescence, uHTS; IRE1-XBP1 UPR activation; percent of tunicamycin response, DMSO as zero; activation, % at 20 µM; 330,000 tested, 0.33% active; AID 463104, 2010;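 active = versus positive control, 20 µM dose yields 30% or more activation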;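 also: 100% = tunicamycin at 10 µg/mL and 0% = DMSO only wells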
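Assay system: CHO-XBP1 luciferase reporter cells; Schedule: 6 h treatment, 37 °C; Detection: glow luminescence from Steady-Glo reagent; Benchmarks: high control tunicamycin 10 µg/mL final, low control DMSO vehicle only.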
UPR CHOP act: activators of apoptotic CHOP UPR arm, primary screen, cell-based, CHO-CHOP luciferase reporter, luminescence, uHTS; UPR activation; percent of tunicamycin response over DMSO baseline; activation, % at 10 µM; 330,000 tested, 0.34% active; AID 449763, 2010;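 active = at 10 µM dose, activation of 40% or more, normalized to positive control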;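 also: 100% = tunicamycin at 10 µg/mL and 0% = DMSO alone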
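assay system = CHO CHOP reporter cells | amount = 500 CHO-CHOP cells per well | buffer or medium = F12 with 10% FBS | incubation = 16-18 h cell attachment, then 6 h compound exposure, 37 °C | detection = luminescence read with Steady-Glo | read-out = percent activation relative to tunicamycin control | controls = tunicamycin high control, DMSO low control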
APJ ag: agonists of human apelin receptor APJ, primary screen, CHO-K1 cells, PathHunter beta-arrestin, luminescence; 0% DMSO wells, 100% apelin; activation, % at 20 µM; 330,000 tested, 0.11% active;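 active = activation more than six SD over the plate average, tested at 20 µM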;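 also: 0% = DMSO alone and 100% = apelin-13 at 10 nM; some results filed as inactive read as strong as hits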
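Incubation: overnight seeding, 90 min compound at 25 °C, 1 h detection; test system: PathHunter CHO-K1 APJ (AGTRL-1) beta-arrestin reporter cells; amount: 1000 cells/well; doses: one dose, 20 µM compound, 1% DMSO; measured by: beta-gal luminescence; measure: agonist-driven arrestin binding to APJ; benchmarks: negative DMSO alone, positive Apelin-13 at 10 nM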
tim23-1 inh: growth inhibitors of tim23-1 mutant yeast, primary screen, luminescence, uHTS | S. cerevisiae tim23-1 growth, BacTiter-Glo luminescence, 24 h | AID 463212, 2010 | 330,000 tested, 1.3% active | inhibition, % at 20 µM;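 active = growth inhibition of the mutant yeast at or above 50%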;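 also: temperature-sensitive mutant grown at 25 °C; plate controls were DMSO-treated mutant yeast for no effect and medium wells lacking yeast for full effect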
* = called active by the depositor. A portion of the library; count on the stated rates, not on these rows.

How did Cc1ccccc1NC1=C(Cl)C(=O)OC1OC(=O)c1ccccc1C (stereo not given) do in these assays?
CCR6 antag: 24; CXCR6 block: -8; APJ antag: 6; EBI2 antag: 4; Mdm2-MdmX inh: 3; UPR XBP1 act: -4; UPR CHOP act: 0.3; APJ ag: 1; tim23-1 inh: 39

What do the screens show for `Cc1cc(C(=O)N2CCN(S(=O)(=O)c3ccccc3F)CC2)c(C)o1`?
CCR6 antag: 20; CXCR6 block: -7; APJ antag: 7; EBI2 antag: -2; Mdm2-MdmX inh: 1; UPR XBP1 act: -3; UPR CHOP act: -1.2; APJ ag: -3; tim23-1 inh: 20

Results for COc1ccccc1-c1cc(C(F)(F)F)nc(N2CCCCC2)n1 ?
CCR6 antag: 9; CXCR6 block: 0; APJ antag: 0; EBI2 antag: 15; Mdm2-MdmX inh: 10; UPR XBP1 act: 3; UPR CHOP act: -2.6; APJ ag: -5; tim23-1 inh: 14

Results for CCc1ccc(OCC(=O)Nc2ccc(N3CCN(S(C)(=O)=O)CC3)cc2)cc1 ?
CCR6 antag: -3; CXCR6 block: -6; APJ antag: -5; EBI2 antag: 3; Mdm2-MdmX inh: 16; UPR XBP1 act: -2; UPR CHOP act: -1.3; APJ ag: -2; tim23-1 inh: 7

How did COc1cccc(C(=O)CC(C#N)c2ccc(F)cc2)c1 (stereo not given) do in these assays?
CCR6 antag: 13; CXCR6 block: 2; APJ antag: 8; EBI2 antag: -16; Mdm2-MdmX inh: 9; UPR XBP1 act: -4; UPR CHOP act: -0.2; APJ ag: -2; tim23-1 inh: 13

What do the screens show for `CC1CCC(NC(=O)c2cc(Cl)nc3ccccc23)CC1` (stereo not given)?
CCR6 antag: 7; CXCR6 block: 2; APJ antag: -9; EBI2 antag: 10; Mdm2-MdmX inh: -19; UPR XBP1 act: 2; UPR CHOP act: 1.8; APJ ag: -3; tim23-1 inh: 18

How did CCOc1ccc(C(=O)N2CCN(c3cccc(Cl)c3)CC2)cc1 do in these assays?
CCR6 antag: 5; CXCR6 block: -4; APJ antag: -12; EBI2 antag: 40; Mdm2-MdmX inh: -7; UPR XBP1 act: 0; UPR CHOP act: -1.0; APJ ag: -4; tim23-1 inh: 35

What do the screens show for `CC(=O)Nc1c(O)nc(SC/C=C/CSc2nc(O)c(NC(C)=O)c(=O)[nH]2)[nH]c1=O`?
CCR6 antag: 8; CXCR6 block: 11; APJ antag: 6; EBI2 antag: -1; Mdm2-MdmX inh: -8; UPR XBP1 act: 0; UPR CHOP act: 0.5; APJ ag: -3; tim23-1 inh: -1

Results for CC(=O)c1cccc(NC(=O)CN2C(=O)COc3ccc(S(=O)(=O)N4CCOCC4)cc32)c1 ?
CCR6 antag: 11; CXCR6 block: 8; APJ antag: 5; EBI2 antag: -9; Mdm2-MdmX inh: 17; UPR XBP1 act: 0; UPR CHOP act: -0.2; APJ ag: -7; tim23-1 inh: 8

How did COc1cccc(-n2c(=O)n(Cc3ccccc3)c(=O)c3[nH]cnc32)c1C do in these assays?
CCR6 antag: 16; CXCR6 block: 16; APJ antag: 14; EBI2 antag: -3; Mdm2-MdmX inh: 9; UPR XBP1 act: 0; UPR CHOP act: 3.2; APJ ag: -3; tim23-1 inh: 1

How did Nc1cc(C(=O)OCC(=O)N2CCCC2)ccc1Cl do in these assays?
CCR6 antag: -22; CXCR6 block: -6; APJ antag: -15; EBI2 antag: -5; Mdm2-MdmX inh: 11; UPR XBP1 act: -2; UPR CHOP act: 1.2; APJ ag: 1; tim23-1 inh: -4

Results for O=C1OCCN1C(=O)[C@H]1[C@H](c2ccc([N+](=O)[O-])cc2)C(c2ccccc2)=NN1c1ccc(Br)cc1 ?
CCR6 antag: 20; CXCR6 block: 5; EBI2 antag: 14; Mdm2-MdmX inh: 10; UPR XBP1 act: 1; UPR CHOP act: 2.5; tim23-1 inh: 43

A section of the results above, for reference:
How did Cc1ccccc1NC1=C(Cl)C(=O)OC1OC(=O)c1ccccc1C (stereo not given) do in these assays?
CCR6 antag: 24; CXCR6 block: -8; APJ antag: 6; EBI2 antag: 4; Mdm2-MdmX inh: 3; UPR XBP1 act: -4; UPR CHOP act: 0.3; APJ ag: 1; tim23-1 inh: 39

What do the screens show for `Cc1cc(C(=O)N2CCN(S(=O)(=O)c3ccccc3F)CC2)c(C)o1`?
CCR6 antag: 20; CXCR6 block: -7; APJ antag: 7; EBI2 antag: -2; Mdm2-MdmX inh: 1; UPR XBP1 act: -3; UPR CHOP act: -1.2; APJ ag: -3; tim23-1 inh: 20

Results for COc1ccccc1-c1cc(C(F)(F)F)nc(N2CCCCC2)n1 ?
CCR6 antag: 9; CXCR6 block: 0; APJ antag: 0; EBI2 antag: 15; Mdm2-MdmX inh: 10; UPR XBP1 act: 3; UPR CHOP act: -2.6; APJ ag: -5; tim23-1 inh: 14

Results for CCc1ccc(OCC(=O)Nc2ccc(N3CCN(S(C)(=O)=O)CC3)cc2)cc1 ?
CCR6 antag: -3; CXCR6 block: -6; APJ antag: -5; EBI2 antag: 3; Mdm2-MdmX inh: 16; UPR XBP1 act: -2; UPR CHOP act: -1.3; APJ ag: -2; tim23-1 inh: 7

Later entries
What do the screens show for `CS(=O)(=O)c1ccc(C(=O)NC2CCOC2=O)cc1` (stereo not given)?
CCR6 antag: -2; CXCR6 block: -2; APJ antag: 4; EBI2 antag: -8; Mdm2-MdmX inh: -18; UPR XBP1 act: -2; UPR CHOP act: 0.0; APJ ag: -1; tim23-1 inh: -1

How did Cc1ccc(C(=O)CCC(=O)NC2=NCCS2)cc1 do in these assays?
CCR6 antag: 3; CXCR6 block: -6; APJ antag: -8; EBI2 antag: -10; Mdm2-MdmX inh: -5; UPR XBP1 act: -3; UPR CHOP act: 0.2; APJ ag: -6; tim23-1 inh: 5

How did CC(=O)N=C1C=CC(=CN(O)C(C)(C)Cc2ccccc2)C=C1 do in these assays?
CCR6 antag: 10; CXCR6 block: -2; APJ antag: -218; EBI2 antag: -13; Mdm2-MdmX inh: -5; UPR XBP1 act: -1; UPR CHOP act: -1.4; APJ ag: 39; tim23-1 inh: 18

Results for COc1ccc(NS(=O)(=O)c2cc(NC(=O)CNC(=O)c3ccc(C)s3)ccc2Cl)cc1 ?
CCR6 antag: 2; CXCR6 block: -5; APJ antag: -30; EBI2 antag: -16; Mdm2-MdmX inh: -29; UPR XBP1 act: -5; UPR CHOP act: 4.6; APJ ag: -3; tim23-1 inh: 7

How did COc1ccc(S(=O)(=O)Nc2cc(C)ccn2)cc1 do in these assays?
CCR6 antag: 4; CXCR6 block: -4; APJ antag: -3; EBI2 antag: 6; Mdm2-MdmX inh: -4; UPR XBP1 act: 0; UPR CHOP act: 1.8; APJ ag: -5; tim23-1 inh: -1

Results for CN(C)c1ccc(C=Nc2ccc(N(C)C)cc2)cc1 ?
CCR6 antag: -3; CXCR6 block: -1; APJ antag: -44; EBI2 antag: 2; Mdm2-MdmX inh: -1; UPR XBP1 act: -2; UPR CHOP act: -0.3; APJ ag: 4; tim23-1 inh: 13

What do the screens show for `COC(=O)C1=C(C)N=C2SC(C#N)=C(N)N2C1c1cc(OC)c(OC)c(OC)c1` (stereo not given)?
CCR6 antag: -20; CXCR6 block: -14; APJ antag: 4; EBI2 antag: 2; Mdm2-MdmX inh: 29; UPR XBP1 act: -3; UPR CHOP act: -2.0; APJ ag: -6; tim23-1 inh: 1

How did Nn1c(SCC(=O)Nc2nccs2)nnc1-c1cccnc1 do in these assays?
CCR6 antag: -5; CXCR6 block: 3; APJ antag: 10; EBI2 antag: -3; Mdm2-MdmX inh: -30; UPR XBP1 act: 2; UPR CHOP act: -0.2; APJ ag: -1; tim23-1 inh: 9

What do the screens show for `COc1cccc(NC(=O)N2CCC(n3nnc4ccccc43)CC2)c1`?
CCR6 antag: -1; CXCR6 block: 3; APJ antag: -14; EBI2 antag: 21; Mdm2-MdmX inh: 12; UPR XBP1 act: -3; UPR CHOP act: -2.7; APJ ag: 0; tim23-1 inh: 2

What do the screens show for `CC(=O)c1c(C)[nH]c(C(=O)NCCc2cccc(C)c2)c1C`?
CCR6 antag: 6; CXCR6 block: -6; APJ antag: 15; EBI2 antag: 0; Mdm2-MdmX inh: -58; UPR XBP1 act: -1; UPR CHOP act: 3.4; APJ ag: -1; tim23-1 inh: 4

How did COc1ccc(-n2ncc3c(Nc4cccc(C)c4)ncnc32)cc1 do in these assays?
CCR6 antag: 11; CXCR6 block: -3; APJ antag: -18; EBI2 antag: 23; Mdm2-MdmX inh: -11; UPR XBP1 act: 4; UPR CHOP act: 8.6; APJ ag: 0; tim23-1 inh: 5

How did N#C/C(=C\c1ccco1)Sc1nc2ccccc2s1 do in these assays?
CCR6 antag: 14; CXCR6 block: 6; APJ antag: 2; EBI2 antag: -6; Mdm2-MdmX inh: 11; UPR XBP1 act: 5; UPR CHOP act: -1.4; APJ ag: -4; tim23-1 inh: 58*

Results for CCC(=O)Oc1oc(-c2ccccc2)nc1C=Nc1ccccc1OC ?
CCR6 antag: 6; CXCR6 block: 3; APJ antag: -12; EBI2 antag: 1; Mdm2-MdmX inh: -2; UPR XBP1 act: 1; UPR CHOP act: 4.2; APJ ag: -1; tim23-1 inh: 53*

Results for O=C(COC(=O)[C@H](Cc1ccccc1)NC(=O)c1cccs1)NC1CCCCC1 ?
CCR6 antag: -16; CXCR6 block: -2; APJ antag: -4; EBI2 antag: -2; Mdm2-MdmX inh: -6; UPR XBP1 act: -4; UPR CHOP act: 0.1; APJ ag: -5; tim23-1 inh: 20

What do the screens show for `Cc1cc(Nc2ccc(F)cc2F)n2nc(C)nc2n1`?
CCR6 antag: 3; CXCR6 block: 7; APJ antag: -31; EBI2 antag: -4; Mdm2-MdmX inh: 5; UPR XBP1 act: 0; UPR CHOP act: -2.4; APJ ag: -5; tim23-1 inh: 10

From PubChem
